GLA spleen mod: alpha-galactosidase A (human) modulation | human spleen homogenate, 4MU-alpha-Gal fluorescence, 40 min | P06280 | Potency, µM (series often up to 80 µM), without a hit: at the top dose activity change, negative = inhibition, hits mostly inhibitors | hit rate 0.008% among 240,000;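 also: 0% = enzyme with vehicle and -100% = no enzyme basal signal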
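Human spleen homogenate (1 ug) as enzyme source, 4-methylumbelliferyl-alpha-D-galactopyranoside 1 mM final, citrate/phosphate pH 5.0 with 0.01% Tween-20. Compounds 40 min at 37C, NaOH/glycine stop; fluorescence Ex 365/Em 440, Hill-fit AC50.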
SMN2 splice enh: SMN2 splice variant enhancement; HEK293 SMN2-luciferase splicing reporter, luminescence, 30-36 h; Potency, µM (doses to about 46.1 µM), for inactives: at the highest dose activity change, positive = activation, hits mostly activators; hit rate 2.8% among 210,000; AID 1458; also: % of control where 0% means no effect; nearly all actives have a fitted effect of over 55% in size
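HEK293 cells carry an SMN2 minigene-luciferase reporter in which exon 7 inclusion puts luciferase in frame. Cells were seeded at 2000 cells/well, attached for 10-12 hours, then exposed to compounds for 30-36 hours at 37C before ONE-Glo luminescence.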
GAA inhib: blocks human lysosomal alpha-glucosidase. P10253. purified human GAA, 4-MU-alpha-glucoside fluorescence. Potency, µM (highest dose often 76.9 µM), for inactives: at the highest dose activity change, negative = inhibition, hits mostly inhibitors. hit rate 0.005% among 200,000. AID 1466;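 also: plate controls were uninhibited enzyme wells for no effect and no-enzyme background for full effect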
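AC50 values come from Hill fits of compound titrations (up to 77 uM) against 4 nM human enzyme. Substrate 4-methylumbelliferyl-alpha-D-pyranoside at 400 uM, pH 5.0 citrate buffer, 20 min room temperature; fluorescence Ex 365/Em 440 after alkaline stop.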
GAA glycogen mod: alters human alpha-glucosidase cleavage of glycogen. P10253. recombinant GAA, glycogen substrate, Amplex Red glucose oxidase fluorescence. Potency, µM (highest dose often 76.4 µM), for the others: at the top dose activity change, negative = inhibition, hits mostly inhibitors. hit rate 0.38% among 300,000;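 also: 0% = full enzyme reaction and -100% = no-enzyme basal signal; the screen sought inhibitors and activators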
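Recombinant human alpha-glucosidase (4 nM final) hydrolysed bovine liver glycogen (30 ug) for 40 min at 37 C in pH 5.0 citrate/phosphate with 0.01% Tween-20. Released glucose detected by glucose oxidase/Amplex Red, Ex 573/Em 610 nm. Compounds up to 77 uM; AC50 from Hill fits.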
aGlu spleen mod: inhibits or activates alpha-glucosidase in human spleen homogenate; P10253; human spleen homogenate, 4-MU-alpha-glucoside fluorescence; Potency, µM (series often up to 79.9 µM), without a hit: at the top dose activity change, negative = inhibition, actives largely listed as inhibitors; hit rate 0.006% among 240,000; AID 2112;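 also: 0% = enzyme with vehicle and -100% = no enzyme basal signal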
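Enzyme source: human spleen homogenate, 1 ug/well. Buffer 50 mM citric acid/K phosphate pH 5.0, 0.01% Tween-20. 4-MU-alpha-glucoside 1 mM; 37 C x 40 min; NaOH/glycine stop; fluorescence.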
KDM4E inh: blocks human JMJD2E demethylase activity. B2RXH2. hit rate 1.6% among 230,000. AID 2147. Potency, µM (titrated, usually from 57.1 µM), for the others: top-dose activity change, negative = inhibition, usual class: inhibitors. JMJD2E catalytic domain, FDH-coupled NADH fluorescence (FDH is formaldehyde dehydrogenase); active = well fitted inhibition curve with a large enough effect, not every such curve was filed as active; inconclusive = small, poorly fitted or top-dose-only effect, or another doubt; inactive = no such curve, though single readings can be large or run the other way;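 also: 0% = wells with enzyme and -100% = buffer wells without enzyme; nearly all actives have a fitted effect of over 50% in size; many of its hits are not listed in these tables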
ALDH1A1 inh: inhibitors of human aldehyde dehydrogenase 1A1; P00352; Purified ALDH1A1, NADH fluorescence, propionaldehyde substrate; Potency, µM (series often up to 75.3 µM), for inactives: at the top dose activity, negative = inhibition, most hits filed as inhibitors; hit rate 7.3% among 220,000; active = well fitted inhibition curve with a large enough effect, not every such curve was filed as active; inconclusive = small, poorly fitted or top-dose-only effect, or another doubt; inactive = no such curve, though single readings can be large or run the other way;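 also: plate controls were no enzyme wells and a reference inhibitor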
Target sequence (P00352 whole entry, looked up): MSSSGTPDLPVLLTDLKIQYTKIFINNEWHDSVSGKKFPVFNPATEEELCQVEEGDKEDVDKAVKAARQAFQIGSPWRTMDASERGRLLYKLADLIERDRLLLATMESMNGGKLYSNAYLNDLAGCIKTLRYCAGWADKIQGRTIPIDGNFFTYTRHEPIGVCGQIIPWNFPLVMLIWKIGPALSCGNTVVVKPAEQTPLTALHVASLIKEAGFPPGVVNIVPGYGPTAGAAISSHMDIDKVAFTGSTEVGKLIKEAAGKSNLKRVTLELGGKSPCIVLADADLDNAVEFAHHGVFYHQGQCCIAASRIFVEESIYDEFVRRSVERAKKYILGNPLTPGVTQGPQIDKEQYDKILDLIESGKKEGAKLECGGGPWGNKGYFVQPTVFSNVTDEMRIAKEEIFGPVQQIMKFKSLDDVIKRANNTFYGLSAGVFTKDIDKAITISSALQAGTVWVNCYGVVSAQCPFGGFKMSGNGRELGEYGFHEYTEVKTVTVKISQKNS
GoLoco inh red: blocks human Gai1 binding to RGS12 GoLoco peptide, red readout; P63096; Gai1:RGS12 GoLoco peptide FP, rhodamine, 10 min; Potency, µM (titrated, usually from 61.6 µM), for the others: top-dose activity, negative = inhibition, hits mostly inhibitors; hit rate 0.44% among 230,000; AID 880; active = well fitted inhibition curve with a large enough effect, not every such curve was filed as active; inactive = no such curve, though single readings can be large or run the other way; also: % is scaled to controls: 0 for no effect and ±100 for the full control effect; nearly all actives have a fitted effect of over 30% in size; many of its hits are not listed in these tables
Target sequence (P63096 whole entry, looked up): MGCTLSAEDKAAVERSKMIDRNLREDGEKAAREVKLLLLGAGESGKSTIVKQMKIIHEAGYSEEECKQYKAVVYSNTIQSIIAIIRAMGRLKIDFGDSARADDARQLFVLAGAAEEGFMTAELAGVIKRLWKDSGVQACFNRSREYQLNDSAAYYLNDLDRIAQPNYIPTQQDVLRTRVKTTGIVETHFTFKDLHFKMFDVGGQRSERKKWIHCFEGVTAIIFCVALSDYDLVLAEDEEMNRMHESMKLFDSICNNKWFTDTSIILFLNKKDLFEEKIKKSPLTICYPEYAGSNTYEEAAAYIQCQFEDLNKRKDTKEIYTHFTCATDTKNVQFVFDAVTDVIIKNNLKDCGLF
* hit, by the source's call; ? = inconclusive; · = not tested or not shown; [ ] = dose if it differs, or a comment. Unless noted, calls follow the shape of the dose curve; as a rule, active = well fitted curve in the direction sought with a large enough effect; inconclusive = small, poorly fitted or top-dose-only effect, or another doubt; inactive = no such curve, though single readings can be large; an effect the other way counts as inactive or inconclusive. Potency is read from the fitted curve at half-maximal effect. An excerpt (hit frequency here may not be typical).

cpd	SMILES	GLA spleen mod	SMN2 splice enh	GAA inhib	GAA glycogen mod	aGlu spleen mod	KDM4E inh	ALDH1A1 inh	GoLoco inh red
1	COC(=O)c1sc2nc(SCc3ccccc3C#N)n(N)c(=O)c2c1C	2%	9%	-1%	12%	-4%	?	?	1%
2	N#C/C(=C\c1cccnc1)C(=O)NC1CCCCC1	2%	?	5%	1%	-8%	-1%	6%	-2%
3	O=C(COC(=O)Cn1c(C(F)(F)F)nc2ccccc21)Nc1ccc2c(c1)OCCO2	-1%	-7%	-1%	0%	-2%	3%	-18%	6%
4	CCCC(=O)N1CCN(c2ccc(NC(=O)c3cccs3)cc2)CC1	4%	-1%	-1%	2%	-2%	0%	12%	0%
5	COc1ccc(NC(=O)CCS(=O)(=O)c2cccc3nonc23)cc1	1%	2%	-2%	7%	0%	-3%	?	-2%
6	O=C(CCNC(=O)c1ccc(Br)o1)NCc1ccccc1Cl	16%	6%	-4%	4%	8%	-3%	?	26%
7	Cc1ccc2nc(N(CCCN(C)C)C(=O)CCc3ccccc3)sc2c1	0%	-2%	-5%	-7%	3%	-2%	11%	2%
8	O=C(Nc1cccnc1)c1cccc(NC(=O)c2ccco2)c1	-21%	-3%	-8%	3%	-1%	-7%	6%	3%
9	CCC(C)C(=O)Nc1nc(-c2ccc3c(c2)NC(=O)CO3)cs1 (stereo unspecified)	-1%	-2%	-4%	3%	-7%	0%	20µM*	12%
10	CCn1c(=O)c(C(=O)CN2CCCc3ccccc32)c(N)n(Cc2ccccc2)c1=O	-6%	-25%	-9%	-30%	-13%	?	?	5%
11	CC#CCN1c2ccccc2[C@]23C[C@@H](C(=O)OC)N(C(=O)c4cccs4)C2=NC(C(=O)OC)=C(C(=O)OC)[C@H]13	2%[17.5 µM]	-7%[9.22 µM]	·	·	-9%[17.4 µM]	9%[11.4 µM]	7%[13.5 µM]	2%[14.2 µM]
12	Clc1ccc2c(N/N=C/c3ccc(Br)cc3)ccnc2c1	-3%	-85%[inhibitor]	0%	0%	3%	1%	4%	10%
13	COC(=O)C(C(=O)Nc1ccc(OC)cc1)C1CCCCCC1 (stereo unspecified)	2%	?	-13%	4%	-29%	5%	?	2%
14	COc1ccc(CN(C(=O)Cn2nnc(-c3ccc(C)o3)n2)C(C(=O)NCC2CCCO2)c2ccco2)cc1 (stereo unspecified)	-6%	·	-6%	6%	-1%	7%	6%	6%
15	O=C(O)c1[nH]c2ccc([N+](=O)[O-])cc2c1-c1ccccc1	-3%	·	·	2%	-1%	5%	·	4%
16	CCOC(=O)c1nn(-c2ccc(Cl)cc2)cc1O	-8%	·	·	2%	-1%	?	·	4%
17	c1ccc(OCc2nn3c(-c4ccncc4)nnc3s2)cc1	2%	-12%	?	11%	-5%	-3%	8%	-10%
18	COc1ccc(CC(=O)NCc2nnc(SCC(=O)Nc3ccccc3)n2C)cc1	-9%	0%	-4%	-7%	0%	19%	0%	4%
19	CCN1CCN(c2cc(=O)n(-c3cc(Cl)ccc3C)c(=O)[nH]2)CC1	2%	-1%	1%	12%	3%	8%	-8%	-28%
20	COc1ccc(-c2n(CC(=O)OC3CC(C)CCC3C(C)C)c3ccccc3[n+]2C)cc1 (stereo unspecified)	3%	·	?	5%	-5%	-4%	6.3µM*	176%[activator]
21	CCC(=Nc1ccccc1)C1=C(O)CC(C)(C)CC1=O	-1%	-19%	2%	-3%	5%	14%	-2%	4%
22	N#CCCn1cc(/C=C/C(=O)O)c(-c2ccc(F)cc2)n1	2%	7%	-1%	3%	-23%	4%	13%	5%
23	COC(=O)C1=C(C(=O)OC)[C@@H]2N(C)c3ccc(OC)cc3[C@@]23C[C@@H](C(=O)OC)N(S(=O)(=O)c2ccc(OC)cc2)C3=N1	12%[17.5 µM]	3%[9.22 µM]	·	2%	11%[17.4 µM]	1%[11.4 µM]	0%[13.5 µM]	9%[14.2 µM]
24	CC(C)(CO)NS(=O)(=O)c1ccc2c(c1)C(=NO)c1cc(S(=O)(=O)NC(C)(C)CO)ccc1-2	-23%	·	-14%	8%	-4%	?	?	-41%
25	CC(=O)c1c(C)[nH]c(C(=O)NCCC2=CCCCC2)c1C	-17%	?	-4%	-2%	-14%	-2%	?	19%
26	COc1ccc(N(C(C)C(=O)NN=C2CCCC2)S(C)(=O)=O)cc1 (stereo unspecified)	1%	·	5%	0%	-3%	8%	4%	8%
27	O=C(c1ccc2c(c1)N(Cc1ccc(F)cc1)C(=O)c1ccccc1S2(=O)=O)N1CCN(c2ccccn2)CC1	3%	?	-39%	-4%	-13%	-27%	?	-3%
28	CCCc1nnc2n1N=C(c1ccc(-c3cc(Cl)ccc3Cl)o1)CS2	0%	-29%	-4%	6%	-5%	?	?	-2%
29	Cc1ccc(NC(=O)c2cn(-c3cccc(C)n3)cn2)cc1	-8%	?	2%	7%	3%	-17%	-5%	8%
30	C=CCNc1ncnc2c1[nH]c1ccc(C)cc12	0%	2.8µM*	-7%	2%	-7%	?	?	5%
31	CCCCN(CC)c1nc(N)c(C#N)c(CC#N)c1C#N	-1%	14%	-9%	5%	-7%	?	-19%	57%[activator]
32	COc1ccc(-n2c(COc3ccccc3)nnc2SCC(N)=O)cc1	2%	-1%	-9%	6%	0%	3%	0%	7%
33	Cn1c(SCC(=O)c2cc(Cl)c(Cl)s2)nnc1-c1ccco1	5%	·	1%[15.4 µM]	9%	-1%	-5%	28µM*	-4%
34	Cc1ccc(S(=O)(=O)Cn2nnnc2CN2CCCC3(CCCCC3)C2)cc1	1%	-54%[inhibitor]	-7%	-7%	-2%	-13%	16µM*	11%
35	Nc1c(C(=O)NCc2ccc3c(c2)OCO3)nnn1Cc1ccc(Br)cc1	-4%	·	·	4%	1%	1%	·	-3%
36	Oc1ccccc1CN1CCCN(Cc2ccccc2O)C1	6%	8%	4%	3%	2%	169%[activator]	9%	10%
37	COc1ccc(CCN(C(=O)C(F)(F)F)C(C(=O)NC2CCCCC2)c2cccs2)cc1 (stereo unspecified)	2%	19%	2%	7%	-3%	13%	-2%	5%
38	CCOC(=O)C1CCCN(c2c(N3CCN(c4ccccn4)CC3)c(=O)c2=O)C1 (stereo unspecified)	-3%	-5%	-4%	-5%	-2%	-3%	-4%	1%
39	FC(F)(F)c1nnc2ccc(N3CCCCCC3)nn12	12%	-13%	-7%	4%	9%	2%	7%	-6%
40	O=C(COc1ccccc1Cl)Nc1cnn(Cc2ccccc2)c1	-19%	-33%[inhibitor]	-7%	1%	1%	-2%	?	-4%
41	COc1ccc(C2Nc3ccccc3C(=O)N2c2ccccc2)cc1COc1ccccn1 (stereo unspecified)	2%	5%	9%	-10%	-4%	?	?	-7%
42	COc1ccc(Oc2ccc(C(F)(F)F)cc2N)cc1	1%	·	-3%	1%	1%	-9%	2%	0%
43	O=C(Nc1cc(Cl)ccc1Cl)c1ccc(OC(=O)c2ccco2)cc1	3%	-38%	1%	-1%	5%	0%	9%	6%
44	CC(C)CCN1CCN(CC#Cc2ccccc2)CC1CCO (stereo unspecified)	5%	·	-14%	1%	1%	2%	-4%	2%
45	O=C(NCC1CCCO1)C1c2ccccc2Oc2ccccc21 (stereo unspecified)	-2%	-4%	?	11%	-4%	3%	9%	4%
46	COc1ccc(N2C(=O)C(CC(=O)Nc3ccc(F)cc3)N(CCc3ccc(OC)c(OC)c3)C2=O)cc1 (stereo unspecified)	-7%	10%	-2%	-3%	-6%	-4%	-3%	-3%
47	CCOC(=O)C1=C(C)C(c2ccc(OC)cc2)NC(=S)N1 (stereo unspecified)	-6%	-11%	1%	-1%	-1%	2%	2.2µM*	11%
48	Cc1ccc(S(=O)(=O)/N=S(\C)CC2CC2(Cl)Cl)cc1 (stereo unspecified)	5%	-2%	-4%	-29%	9%	-4%	10µM*	-9%
49	COC(=O)c1sc(C(C)(C)C)cc1CSc1ccccc1	5%	·	·	1%	11%	-4%	·	21%
50	O=C(NOC(=O)c1cc(Br)ccc1Cl)c1cccs1	2%	8%	0%	0%	-8%	7%	10%	4%
51	COc1cccc(Cn2c(Oc3cccc(C)c3)nc3c2c(=O)n(C)c(=O)n3C)c1	18%	4%	-8%	-1%	-17%	6%	?	6%
52	CC1CCc2c(nc3sc4c(c3c2N)CCCC4)C1 (stereo unspecified)	3%	?	-4%	-9%	-1%	6%	-5%	8%
53	COc1ccccc1OCCOc1ccc(/C=N/n2cnnc2)cc1	1%	?	?	5%	-5%	16%	-4%	14%
54	Cc1ccc(NC(=O)c2ccc([N+](=O)[O-])cc2Cl)nc1	7%	5µM*	0%	-3%	9%	0%	-2%	-2%
55	O=C(COc1cccc([N+](=O)[O-])c1)N/N=C/c1ccco1	4%	2%	6%	-6%	-1%	1%	-7%	11%
56	COc1cc(C)ccc1S(=O)(=O)N1CCCCCC1	5%	·	6%	-14%	-6%	12%	-4%	6%
57	Cc1c(C(=O)N2CCc3ccccc3C2)sc2nc(-c3ccccc3)cn12	-6%	2%	-13%	-7%	-8%	-3%	?	1%
58	CCN(CC)C(=O)Cn1cc(C(=O)C(=O)NCCCn2ccnc2)c2ccccc21	5%	-11%	-3%	11%	5%	-1%	-1%	3%
59	Cc1nc2cc(Cl)ccc2n1-c1ccccc1	1%	-5%	-6%	-4%	-3%	-5%	4%	4%
60	O=C(COC(=O)Cc1c[nH]c2ccccc12)NC1CCCCC1	-3%	-5%	0%	3%	-6%	0%	-14%	-4%
61	Cc1nn(-c2ccccc2)c2[nH]c(C(F)(F)F)cc(=O)c12	0%	-11%	-11%	-3%	-2%	?	-7%	5%
62	COC(=O)c1cc(OC)c(OC)cc1NC(=S)N1CCN(Cc2ccccc2)CC1	-21%	-15%	2%	1%	-8%	2%	9%	12%

High-throughput results from PubChem BioAssay.
